Screening data as filed in PubChem.
mIAP act = increases mouse intestinal alkaline phosphatase activity; muIAP, CDP-Star luminescence, 30 min; hits give high values; 1 = vehicle-only enzyme signal, 0 = enzyme-free wells; activation factor at 10 µM; hit rate 0.24% among 330,000; AID 2805;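 active = activation factor of at least 2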; note: the source names both 10 and 20 µM as test concentration; values of inactives mirror those of a sister screen read the other way
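Assay system: mouse IAP enzyme; reagent: chemiluminescent substrate CDP-Star; dosing: test compounds delivered from DMSO solution; schedule: 30 min at room temperature; measured by: luminescence from enzymatic CDP-Star hydrolysis; controls: DMSO-only wells and no-enzyme negative control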
hIAP activ = human IAP activation; purified human IAP, CDP-Star luminescence, 30 min; hits give high values; 1 = vehicle-only enzyme, 0 = enzyme-free background; P09923; activation factor at 10 µM; hit rate 0.16% among 330,000;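 active = activation factor of the enzyme at least 2-fold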; note: the source names both 10 and 20 µM as test concentration; values of inactives mirror those of a sister screen read the other way
Target sequence (P09923 whole entry, looked up): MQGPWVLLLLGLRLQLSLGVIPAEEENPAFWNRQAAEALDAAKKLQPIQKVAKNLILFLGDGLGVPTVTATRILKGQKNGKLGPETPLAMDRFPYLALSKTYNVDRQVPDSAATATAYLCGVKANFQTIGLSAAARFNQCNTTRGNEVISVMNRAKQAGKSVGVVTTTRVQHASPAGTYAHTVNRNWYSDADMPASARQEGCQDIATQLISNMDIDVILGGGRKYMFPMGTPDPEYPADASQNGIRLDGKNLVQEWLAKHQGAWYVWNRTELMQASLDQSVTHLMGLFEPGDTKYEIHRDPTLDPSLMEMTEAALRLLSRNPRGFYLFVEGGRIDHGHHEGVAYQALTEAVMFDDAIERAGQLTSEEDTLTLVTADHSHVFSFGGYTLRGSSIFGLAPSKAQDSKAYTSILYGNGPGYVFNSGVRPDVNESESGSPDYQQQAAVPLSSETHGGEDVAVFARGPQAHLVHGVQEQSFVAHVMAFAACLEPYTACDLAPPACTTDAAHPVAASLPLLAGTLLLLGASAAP
A3G deaminase = APOBEC3G (human) deaminase inhibition | inhibition, % at 20 µM | recombinant A3G, ssDNA deamination FAM/TAMRA fluorescence | AID 493012 | Q9HC16 | hit rate 0.28% among 330,000;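 active = inhibition of at least 40% at 20 µM, with no more than 30% in the related APOBEC3A deaminase screen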;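 note: plate controls were DMSO wells with A3G for no effect and wells lacking A3G enzyme for full effect; some compounds called inactive have numbers as strong as hits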
Target sequence (Q9HC16 whole entry, looked up): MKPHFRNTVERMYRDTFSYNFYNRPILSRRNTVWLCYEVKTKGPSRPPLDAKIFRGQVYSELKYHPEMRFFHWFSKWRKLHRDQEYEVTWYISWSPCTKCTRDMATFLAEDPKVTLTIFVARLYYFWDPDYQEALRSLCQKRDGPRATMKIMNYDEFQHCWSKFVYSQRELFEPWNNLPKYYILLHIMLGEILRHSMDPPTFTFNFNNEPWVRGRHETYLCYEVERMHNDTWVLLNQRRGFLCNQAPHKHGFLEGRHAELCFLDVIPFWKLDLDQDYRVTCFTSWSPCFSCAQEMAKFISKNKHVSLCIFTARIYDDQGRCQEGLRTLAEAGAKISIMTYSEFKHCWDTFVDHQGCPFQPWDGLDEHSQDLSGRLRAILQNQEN
MIN6 prolif = inducers of beta-cell replication in MIN6 cells | MIN6 cells proliferation, ATPlite luminescence, 48 h; cells starved in 0.2% serum; 100% = growth in 10% serum | proliferation, % at 10 µM | hit rate 0.29% among 330,000;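 active = compounds whose signal lies at least 3.5 SD above the mean of all wells on their plate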;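 note: 0% = DMSO-treated cells in low-serum medium and 100% = 10% serum control; some compounds called inactive have numbers as strong as hits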
MPTP block = inhibitors of mitochondrial permeability transition pore; isolated mouse mitochondria, Ca2+ swelling absorbance, 30 min; inhibition, % at 10 µM; hit rate 1.4% among 360,000; AID 602449;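 active = inhibition of 50% or more, scaled per plate between neutral and stimulator controls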;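 note: 0% = DMSO wells given calcium and 100% = 1 mM EGTA wells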
GRIN3A LBD mod = modulators (binders) of human NR3A ligand-binding domain; hit rate 2.5% among 340,000; Tm shift relative to glycine control, % at 25 µM; NR3A LBD differential scanning fluorimetry, Tm shift; 0% = protein alone, 100% = glycine-bound protein;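 active = melting temperature shift of at least 10% of the positive control shift, at one fixed dose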
hIAP block = human IAP inhibition; purified IAP, CDP-Star luminescence, 30 min; inhibition, % at 10 µM; hit rate 0.12% among 330,000; AID 2544;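 active = inhibition reaching a set limit with compound at 10 µM in the primary screen, cut at about 35% in these data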;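 note: plate controls were DMSO wells with enzyme for no effect and no-enzyme buffer wells for full effect; values of inactives mirror those of a sister screen read the other way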
mIAP inh = mouse IAP inhibition; inhibition, % at 10 µM; purified mouse IAP, CDP-Star luminescence, 30 min; hit rate 0.2% among 330,000;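 active = inhibition of at least 40% at 10 µM in the primary screen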;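 note: plate controls were DMSO with enzyme for no effect and no enzyme wells for full effect; values of inactives mirror those of a sister screen read the other way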
APOBEC3A inh = human APOBEC3A DNA deaminase inhibition; recombinant A3A, FAM/TAMRA ssDNA deamination fluorescence; inhibition, % at 20 µM; hit rate 0.41% among 330,000; AID 493011;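 active = at least 40% inhibition at 20 µM here, with at most 30% in a related deaminase screen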;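 note: plate controls were A3A with DMSO for no effect and wells lacking A3A enzyme for full effect; some results filed as inactive read as strong as hits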
Active calls of the source: *; . = not tested or not shown.

1) CCOC(=O)C1CCN(S(=O)(=O)c2ccc3c(c2)N(C(C)=O)CC(C)S3)CC1 (centres undefined)
2) CCOC(=O)c1c(C)nc2c(c1-c1ccc(OC)cc1)C(=O)CC(C)(C)C2
3) CSc1nc2nc3c(c(=O)n2[nH]1)CCC3
4) Cc1ccc(Cl)c(OCC(=O)OC(C)C(=O)NC2CC2)c1 (centres undefined)
5) CC(C)(C)[C@@H]1C=C(C(N)=O)O[C@H](OCCCCO)C1
6) O=C(CSc1nnc(SCc2ccccc2)s1)N/N=C/C=C\c1ccco1
assay / entry,1,2,3,4,5,6
mIAP act,0.97,1,1.1,0.91,0.94,0.68
hIAP activ,1.3,1.1,1.1,0.81,1.1,0.97
A3G deaminase,-7,-1,1,-8,2,17
MIN6 prolif,-4,0,-4,2,-5,-5
MPTP block,3.6,-1.0,-8.7,-0.3,-2.5,3.7
GRIN3A LBD mod,0,1,2,-1,1,0
hIAP block,-31,-6,-14,18,-5,3
mIAP inh,3,-4,-8,9,6,32
APOBEC3A inh,-3,-3,2,1,1,27

Overlap with the part before: 4 compounds; new compounds follow.
3) CSc1nc2nc3c(c(=O)n2[nH]1)CCC3
4) Cc1ccc(Cl)c(OCC(=O)OC(C)C(=O)NC2CC2)c1 (centres undefined)
5) CC(C)(C)[C@@H]1C=C(C(N)=O)O[C@H](OCCCCO)C1
6) O=C(CSc1nnc(SCc2ccccc2)s1)N/N=C/C=C\c1ccco1
7) Cc1ccc(NC(=O)CN(C)C(=O)CSc2nnnn2C)cc1
8) Cn1nccc1C(=O)Nc1ccc2c(c1)OCO2
9) Cc1oc2ccc(O)cc2c1C(=O)c1ccc([N+](=O)[O-])cc1
10) COCCn1c(C)nnc1SCC(=O)Nc1ccccc1[N+](=O)[O-]
11) COc1ccc(-n2cc(CNCCc3nc(C)cc(C)n3)c(-c3ccccc3Cl)n2)cc1
12) COc1ccc(NC(=O)N[C@@H](CCSC)C(=O)O)cc1OC
assay / entry,3,4,5,6,7,8,9,10,11,12
mIAP act,1.1,0.91,0.94,0.68,1,0.98,0.71,0.97,1.1,0.97
hIAP activ,1.1,0.81,1.1,0.97,0.83,0.88,1.1,0.9,0.96,0.92
A3G deaminase,1,-8,2,17,-6,-10,-7,-5,0,-8
MIN6 prolif,-4,2,-5,-5,-2,-2,0,-2,-3,-2
MPTP block,-8.7,-0.3,-2.5,3.7,0.5,0.6,1.7,0.0,3.4,2.0
GRIN3A LBD mod,2,-1,1,0,2,0,1,2,-4,-2
hIAP block,-14,18,-5,3,17,12,-8,10,4,8
mIAP inh,-8,9,6,32,-4,2,29,2,-5,3
APOBEC3A inh,2,1,1,27,-2,-2,-2,-2,0,1

13) COc1ccc(/C=N/N=C2/SCC(=O)N2Cc2ccccc2)cc1
14) N#CCNC(=O)c1cccn1-c1ncc(C(F)(F)F)cc1Cl
15) O=C(c1ccccc1F)c1cc2c(cc1[N+](=O)[O-])OCCO2
16) CCCS(=O)(=O)N1CCC(C(=O)NCCN(CC)c2ccccc2)CC1
17) COc1ccc([C@H]2[C@H](C(=O)OC(C)(C)C)N3N=Cc4ccccc4C3C23C(=O)c2ccccc2C3=O)c(OC)c1 (some centres undefined)
18) Cc1nn(-c2ccccc2)c(N2CCCC2)c1/C=N/NC(=S)Nc1ccccc1F
assay / entry,13,14,15,16,17,18
mIAP act,0.98,0.99,0.95,1.1,0.97,0.9
hIAP activ,0.92,1.1,0.88,1.1,1,1.1
A3G deaminase,-10,-8,-7,1,-7,-7
MIN6 prolif,-1,0,2,-3,-4,-5
MPTP block,3.1,0.0,2.0,-0.3,0.8,1.8
GRIN3A LBD mod,2,0,1,0,-13,-8
hIAP block,8,-6,12,-7,-1,-8
mIAP inh,2,1,5,-10,3,10
APOBEC3A inh,-2,-4,-3,2,-3,-7

19) O=C(Cc1ccccc1)N/N=C/c1ccccc1Cl
20) Cc1ccc(/C=N/n2c(-c3cccs3)n[nH]c2=S)cc1
21) COc1ccc(Cl)cc1NC(=O)COC(=O)c1ccc(Br)o1
22) CCc1ccc(C(=O)NC(=S)NCc2cccnc2)cc1
23) CCNC(=O)CSc1nc(-c2ccccc2)cs1
24) COC(=O)c1sccc1NC(=O)CC1C(=O)NCCN1C(=O)Nc1ccc(OCc2ccccc2)cc1 (centres undefined)
assay / entry,19,20,21,22,23,24
mIAP act,0.98,0.94,1.1,0.93,1,0.98
hIAP activ,0.83,1.1,1.1,1,0.94,0.81
A3G deaminase,-6,25,-10,-4,-2,-3
MIN6 prolif,-2,-3,0,-5,-2,-3
MPTP block,-2.4,4.8,0.7,-2.0,-0.5,1.3
GRIN3A LBD mod,-1,0,-8,2,0,-2
hIAP block,17,-15,-13,-4,6,19
mIAP inh,2,6,-6,7,-3,2
APOBEC3A inh,-2,-3,-3,0,1,-2

25) CCOC(=O)C1CCN(C(=O)Nc2ccc(OC(F)(F)F)cc2)CC1
26) CN(C)CCCNc1oc(-c2cccc(Cl)c2)nc1C#N
27) CN(c1ccccc1)S(=O)(=O)c1nnc(NC(=O)COc2ccccc2)s1
28) Cc1cccc(C(=O)NNC(=O)c2ccco2)c1
29) CCCN(CCC)CCCNC(=O)c1cc2cc3ccc(OC)cc3nc2o1
30) Cc1noc(C)c1CN(C(=S)NC(C)C)c1ccccc1
assay / entry,25,26,27,28,29,30
mIAP act,1.1,0.99,0.91,0.97,0.96,0.95
hIAP activ,0.94,0.97,1,1.3,1.2,1.1
A3G deaminase,-2,-6,-2,-2,-3,4
MIN6 prolif,1,-5,-4,-3,-1,5
MPTP block,1.1,6.2,1.8,0.7,1.1,2.5
GRIN3A LBD mod,1,-1,-3,2,4,-4
hIAP block,6,3,0,-29,-20,-11
mIAP inh,-8,1,10,3,4,4
APOBEC3A inh,2,-4,0,1,-2,5

31) CCc1noc(C)c1C(=O)N(C)CC(=O)Nc1ccc(F)c(F)c1F
32) C[C@@]12C(=O)Nc3cc(F)ccc3C(=O)N1[C@H]1c3cc(Br)ccc3OC[C@@H]1[C@@H]2c1ccccc1
33) FC(F)(F)COc1ccc(-c2nnc(SCc3ccccc3)o2)cn1
34) O=C(NC1CCCc2ccccc21)c1ccc2c(c1)OCO2 (centres undefined)
35) Cc1cc(N2CCOCC2)n2nc(-c3cccc(F)c3)cc2n1
36) N#CCSc1nnc(-c2sc3ccccc3c2Cl)o1
assay / entry,31,32,33,34,35,36
mIAP act,1,1.1,0.98,1,1.1,0.9
hIAP activ,1.1,0.96,0.95,1.2,1.1,0.97
A3G deaminase,-4,-2,-1,-5,1,1
MIN6 prolif,6,-6,1,-1,5,-3
MPTP block,-2.1,-0.7,0.8,2.3,-0.5,-12
GRIN3A LBD mod,-1,-3,1,0,-1,-13
hIAP block,-7,4,4,-17,-6,3
mIAP inh,-1,-9,2,-3,-8,10
APOBEC3A inh,-1,13,2,0,7,1

37) CCC(C)N(C(=O)CSc1nnc2ccccn12)C1CCS(=O)(=O)C1 (centres undefined)
38) Cc1ccc(-c2ccnc3[nH]n(-c4ccccc4)c(=O)c23)cc1
39) CCOc1ccc(C2=NNC(c3cccs3)=Nc3ccc(OC)cc32)cc1OCC
40) COc1ccc(CCNCC(=O)Nc2ccc(OC(F)(F)F)cc2)cc1OC
41) Nc1ncnc2c1ncn2[C@@H]1O[C@H](CNC(=O)[C@@H]2C[C@H](F)CN2)[C@@H](O)[C@H]1O
42) COC(=O)c1c(NC(=O)C(Cl)Cl)sc2c1C(C(=O)OC)CC2 (centres undefined)
assay / entry,37,38,39,40,41,42
mIAP act,0.99,1.1,0.91,1.1,1,0.94
hIAP activ,0.89,0.9,0.97,0.91,.,0.92
A3G deaminase,-10,4,-3,-4,6,-2
MIN6 prolif,-1,-4,2,-5,.,-2
MPTP block,-2.1,0.1,-2.2,0.2,0.0,-2.2
GRIN3A LBD mod,2,-1,-3,2,0,-3
hIAP block,11,10,3,10,.,8
mIAP inh,1,-6,9,-14,-2,6
APOBEC3A inh,-4,2,-2,0,7,1

43) COc1ccc(CCC(C)N2CCc3ccccc3C2)cc1 (centres undefined)
44) Cc1ccccc1CN(C)CC(=O)Nc1ccccc1-c1ccccc1
45) O=C(CCC1COc2ccccc2O1)Nc1ncccc1O (centres undefined)
46) Cc1[nH]c(=O)[nH]c(=O)c1/C=N/NC(=O)[C@@H](NC(=O)OC(C)(C)C)C(C)C
47) CC(C)C[C@H]1CN=C(Nc2ccccc2)N1CC1CCC1
48) COC(=O)c1c(C)[nH]c(C(=O)/C=C/c2cccc(Cl)c2)c1C
assay / entry,43,44,45,46,47,48
mIAP act,1.1,0.98,1,0.93,1,0.93
hIAP activ,0.98,0.98,0.82,1.7,0.95,0.91
A3G deaminase,-4,-9,-12,-1,23,-2
MIN6 prolif,5,-3,-3,-1,-5,0
MPTP block,-0.5,2.7,0.6,-2.5,-1.3,-0.6
GRIN3A LBD mod,-3,23*,-1,0,-1,2
hIAP block,2,2,18,-72,5,9
mIAP inh,-8,2,-4,7,-2,7
APOBEC3A inh,-6,-5,-5,3,1,-2

49) O=C(Cn1nc(Cc2cccnc2)c2ccccc2c1=O)NCc1ccc2c(c1)OCO2
50) CCC1(CC)NC(=O)N(CC(=O)N2CCc3ccccc32)C1=O
51) O=C(COC(=O)/C=C/c1ccc(Cl)cc1Cl)NCC1CCCO1 (centres undefined)
52) CCc1nnc(NC(=O)c2ccc3nc(CC)c(CC)nc3c2)s1
53) COc1ccc(-c2nnc(SCC(=O)c3cccs3)n2-c2ccc(Cl)cc2)cc1
54) COc1ccc(C2(CNC(C)=O)CCCC2)cc1OC
assay / entry,49,50,51,52,53,54
mIAP act,0.9,1.1,0.99,0.97,0.89,1.1
hIAP activ,0.93,0.98,0.91,1.6,0.86,1
A3G deaminase,-2,1,-9,-15,-9,-5
MIN6 prolif,-2,-1,1,-1,-4,-3
MPTP block,0.3,-1.0,-0.3,-0.5,0.9,2.5
GRIN3A LBD mod,-1,-1,0,-3,-2,-4
hIAP block,7,2,9,-58,14,-1
mIAP inh,10,-7,1,3,11,-7
APOBEC3A inh,-2,7,-5,-1,-5,1

55) COc1ccc(O)c(C(=O)c2cc(C#N)c(=O)n(CCN3CCOCC3)c2)c1
56) Cc1c(/C=N/N=C2\CCC3C4CCc5cc(O)ccc5C4CCC23C)cnn1C (centres undefined)
57) Cc1ccccc1N1CC(C(=O)Nc2ccc(S(=O)(=O)N3CCCCC3)cc2)CC1=O (centres undefined)
58) Nc1ccc(S(=O)(=O)NC2=NCCCCC2)cc1N
59) CC1(C)CC(=O)C=C(Nc2ccc(Br)cn2)C1
60) C/C(=N\NC(=S)NCc1ccccc1)c1ccc2c(c1)OCCO2
61) COc1ccc(/C=C/c2cc[n+](C(=O)Cc3ccccc3)cc2)cc1
62) COc1cccc(C(=O)NNC2=C(C(=O)C(F)(F)F)CCC2)c1
assay / entry,55,56,57,58,59,60,61,62
mIAP act,1,1.1,1.1,1.1,0.93,0.92,0.94,0.82
hIAP activ,0.91,0.93,1,1,1.2,1.1,0.93,1.3
A3G deaminase,5,-4,1,-5,-4,-7,-7,-7
MIN6 prolif,-1,0,-2,-2,0,-5,-5,-1
MPTP block,0.2,-3.3,0.3,0.9,-1.3,-0.7,-1.1,63*
GRIN3A LBD mod,2,-22,-4,-2,.,0,0,1
hIAP block,9,7,-4,-2,-22,-10,7,-29
mIAP inh,0,-14,-6,-8,7,8,6,18
APOBEC3A inh,-4,-4,-2,-5,-3,-3,-1,-5
